mHTT CaM bind: mHTT-calmodulin interaction abrogation; 3.6% of 190,000 active; P42858; AlphaScreen His-mHTT/GST-CaM binding, luminescence; inhibition, % at 15 µM;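 note: 0% = both proteins with DMSO and 100% = one protein alone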
Target sequence (P42858 whole entry, looked up, stated change not applied): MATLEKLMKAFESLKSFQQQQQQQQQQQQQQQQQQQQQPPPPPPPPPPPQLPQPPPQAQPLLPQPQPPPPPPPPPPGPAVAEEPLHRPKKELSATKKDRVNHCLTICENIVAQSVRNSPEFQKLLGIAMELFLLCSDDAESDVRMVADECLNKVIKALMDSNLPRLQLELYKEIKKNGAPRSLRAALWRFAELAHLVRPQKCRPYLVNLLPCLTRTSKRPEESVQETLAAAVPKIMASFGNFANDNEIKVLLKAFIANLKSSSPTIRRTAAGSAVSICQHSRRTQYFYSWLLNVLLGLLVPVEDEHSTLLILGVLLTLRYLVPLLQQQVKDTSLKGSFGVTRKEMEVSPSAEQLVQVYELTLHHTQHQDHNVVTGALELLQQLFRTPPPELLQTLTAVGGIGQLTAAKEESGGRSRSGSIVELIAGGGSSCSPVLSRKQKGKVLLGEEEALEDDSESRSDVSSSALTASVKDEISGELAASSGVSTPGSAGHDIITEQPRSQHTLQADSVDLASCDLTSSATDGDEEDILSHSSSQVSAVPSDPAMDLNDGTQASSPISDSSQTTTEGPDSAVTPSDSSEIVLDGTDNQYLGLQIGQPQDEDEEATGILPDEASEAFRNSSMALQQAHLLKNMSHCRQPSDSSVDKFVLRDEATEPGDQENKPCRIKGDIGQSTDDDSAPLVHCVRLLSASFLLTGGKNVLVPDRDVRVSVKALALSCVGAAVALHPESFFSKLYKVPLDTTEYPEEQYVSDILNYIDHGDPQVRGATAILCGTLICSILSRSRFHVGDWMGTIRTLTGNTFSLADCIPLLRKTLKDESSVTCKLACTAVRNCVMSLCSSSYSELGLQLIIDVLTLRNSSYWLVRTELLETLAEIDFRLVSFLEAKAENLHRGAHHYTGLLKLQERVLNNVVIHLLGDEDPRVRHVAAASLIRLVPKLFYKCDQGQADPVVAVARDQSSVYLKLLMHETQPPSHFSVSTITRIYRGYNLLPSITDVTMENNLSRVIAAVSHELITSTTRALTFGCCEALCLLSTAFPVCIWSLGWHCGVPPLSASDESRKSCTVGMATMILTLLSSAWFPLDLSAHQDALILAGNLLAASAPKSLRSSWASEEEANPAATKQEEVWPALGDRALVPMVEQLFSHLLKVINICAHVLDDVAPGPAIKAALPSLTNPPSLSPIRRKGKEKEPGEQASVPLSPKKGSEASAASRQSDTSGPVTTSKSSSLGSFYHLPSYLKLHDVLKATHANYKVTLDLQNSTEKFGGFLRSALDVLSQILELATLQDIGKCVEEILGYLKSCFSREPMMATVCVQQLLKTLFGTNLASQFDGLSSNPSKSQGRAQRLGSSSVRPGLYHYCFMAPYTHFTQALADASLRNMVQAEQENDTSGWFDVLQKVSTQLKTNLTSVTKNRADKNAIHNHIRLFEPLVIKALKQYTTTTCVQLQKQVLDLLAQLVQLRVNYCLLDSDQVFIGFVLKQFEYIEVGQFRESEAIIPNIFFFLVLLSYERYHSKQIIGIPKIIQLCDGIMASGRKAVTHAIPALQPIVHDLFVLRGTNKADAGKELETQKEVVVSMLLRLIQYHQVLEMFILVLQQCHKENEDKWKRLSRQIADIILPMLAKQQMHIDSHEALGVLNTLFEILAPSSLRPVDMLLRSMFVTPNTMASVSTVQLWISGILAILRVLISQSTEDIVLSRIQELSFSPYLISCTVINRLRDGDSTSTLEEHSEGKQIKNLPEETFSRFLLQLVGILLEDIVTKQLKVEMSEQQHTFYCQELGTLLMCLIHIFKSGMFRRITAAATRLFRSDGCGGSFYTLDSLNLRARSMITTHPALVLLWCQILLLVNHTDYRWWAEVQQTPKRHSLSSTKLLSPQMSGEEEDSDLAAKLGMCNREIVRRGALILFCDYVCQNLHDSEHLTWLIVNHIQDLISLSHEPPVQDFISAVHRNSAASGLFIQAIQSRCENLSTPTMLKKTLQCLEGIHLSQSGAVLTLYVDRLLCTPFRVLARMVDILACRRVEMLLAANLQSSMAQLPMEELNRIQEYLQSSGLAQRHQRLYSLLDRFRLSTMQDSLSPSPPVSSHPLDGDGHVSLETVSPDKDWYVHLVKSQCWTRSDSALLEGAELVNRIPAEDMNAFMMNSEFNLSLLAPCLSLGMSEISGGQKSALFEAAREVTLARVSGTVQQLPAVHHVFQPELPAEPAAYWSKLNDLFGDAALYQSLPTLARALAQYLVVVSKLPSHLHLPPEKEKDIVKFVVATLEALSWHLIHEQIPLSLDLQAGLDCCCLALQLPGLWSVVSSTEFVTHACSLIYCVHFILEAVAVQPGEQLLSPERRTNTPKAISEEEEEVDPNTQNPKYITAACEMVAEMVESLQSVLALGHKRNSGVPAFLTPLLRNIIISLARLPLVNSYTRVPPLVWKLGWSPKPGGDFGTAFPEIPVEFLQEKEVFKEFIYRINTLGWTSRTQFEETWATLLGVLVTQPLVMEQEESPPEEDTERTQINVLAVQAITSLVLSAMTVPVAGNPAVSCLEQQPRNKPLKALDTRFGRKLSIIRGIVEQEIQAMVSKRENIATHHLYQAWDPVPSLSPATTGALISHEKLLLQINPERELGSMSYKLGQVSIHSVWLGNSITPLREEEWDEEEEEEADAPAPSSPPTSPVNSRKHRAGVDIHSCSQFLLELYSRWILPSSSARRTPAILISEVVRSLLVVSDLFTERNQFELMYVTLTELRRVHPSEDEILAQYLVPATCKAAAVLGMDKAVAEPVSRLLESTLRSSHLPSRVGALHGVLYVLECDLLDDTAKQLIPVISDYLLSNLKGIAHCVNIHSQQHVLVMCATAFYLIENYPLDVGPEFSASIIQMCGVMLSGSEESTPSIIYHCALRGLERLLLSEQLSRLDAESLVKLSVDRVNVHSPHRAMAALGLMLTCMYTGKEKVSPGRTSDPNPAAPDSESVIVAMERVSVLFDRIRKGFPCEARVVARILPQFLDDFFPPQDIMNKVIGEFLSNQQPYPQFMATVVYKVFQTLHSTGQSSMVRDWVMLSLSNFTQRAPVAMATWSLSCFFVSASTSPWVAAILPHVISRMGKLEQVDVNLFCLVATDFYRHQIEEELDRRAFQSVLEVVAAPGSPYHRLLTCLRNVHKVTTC
Pf apPOL inh: Pf-apPOL DNA polymerase inhibition | Recombinant Pf-apPOL, molecular beacon fluorescence, 1.5 h | inhibition, % at 10 µM | 0.25% of 210,000 active | AID 1794808
The depositor's hits bear a star; i = inactive; · = no result given; & = joins results of further samples. Cut-off read from the data, not from the text of the source: active = inhibition above about 50%; inactive = the rest.

canonical_smiles	mHTT CaM bind	Pf apPOL inh
CCc1cccc(NC(=O)c2cc(OC)c(OC)c(OC)c2)c1	10	-1
CC(C)c1ccc(/C=C/C(=O)Nc2ccc(Cl)cc2[N+](=O)[O-])cc1	14	-3
O=C(/C=C1\Sc2ccccc2NC1=O)NCCc1ccc(Cl)cc1	17	-14
O=S(=O)(c1cc(Cl)ccc1Cl)n1cnc2ccccc21	3&8	3&-7
CCC(=O)N1CCN(c2nc3c(s2)CC(C(=O)Nc2cccc(C(C)C)c2)CC3)CC1 (stereo not drawn)	25	1
CC1=C(C(=O)Nc2ccccn2)C(c2cc([N+](=O)[O-])ccc2Cl)C2=C(CC(C)(C)CC2=O)N1 (stereo not drawn)	16	2
COC(CNC(=O)c1cnn2c(C)c(Cc3ccc(Cl)cc3)c(C)nc12)OC	15	-17
COc1cc(OC)c(OC)cc1C=C1Oc2cc(OCC(=O)OC(C)(C)C)ccc2C1=O	-36	-4
C=CCn1c2ccccc2c2nnc(SCC(=O)Nc3cc(C)ccn3)nc21	9&18	-6&-9
Cc1ccc(CNS(=O)(=O)c2cccs2)n1C	·	-4
O=C(O)CCC(=O)NC(CO)C(O)c1ccc([N+](=O)[O-])cc1 (stereo not drawn)	-2	-3
COc1ccc(C=Nc2ccc3nc(-c4ccncc4)[nH]c3c2)cc1	12	-4
Nc1nc(-c2sc3nc4c(cc3c2N)CCCCC4)nc(N2CCOCC2)n1	-4	·
Cc1ccc2cc(NC(=O)c3ccc(Oc4cc(Cl)cc(Cl)c4)o3)ccc2n1	·	-3
COc1ccc(C2CC(=O)c3c(C)nn(-c4nc5ccccc5[nH]4)c3C2)c(OC)c1 (stereo not drawn)	2	-3
CCc1nc2c(C)cc(C)cc2c(N)c1C	-1	-8
C=C1CCN(C(C)C(=O)O)S(=O)(=O)c2ccccc21 (stereo not drawn)	-9	-3
COc1cccc(-n2nc(C(=O)N(C)c3cc(Cl)ccc3C)c3ccccc3c2=O)c1	11	-4
CCCNC(=O)c1nc(-c2oc3c(C)cccc3c2C)no1	-18	2
CCN(CC)C(=O)CC(c1ccc(OC)cc1)c1c(OC)cc(OC)c2c(-c3ccccc3)cc(=O)oc12 (stereo not drawn)	88*	9
CN1CCN(S(=O)(=O)c2ccc(F)cc2)CC1c1ccccc1 (stereo not drawn)	-2	1
O=S(=O)(Cc1cccc(-c2noc(-c3ccccc3Cl)n2)c1)c1ccc(Cl)cc1	·	-13
COC(=O)c1cccc(NC(=O)N2CCc3c(nc4cc(-c5ccccc5)[nH]n4c3=O)C2)c1	8	-1
O=C(NS(=O)(=O)c1ccc(Cl)s1)c1ccccc1	-6	2
Cc1cc(C)c2oc(-c3ccc(NC(=O)c4ccccc4[N+](=O)[O-])cc3)nc2c1	-6	1
COc1ccccc1C1C(C(=O)Nc2ccc(Cl)cc2)=C(C)Nc2ncnn21 (stereo not drawn)	7	-8
Cc1cc(C)cc(-c2nc3ccccn3c2NC(=O)C(C)C)c1	4	5
O=C(NNC(=O)C(F)(F)F)c1ccc[nH]1	·	8
O=C(NC1CCCCC1)C(Cc1ccccc1)N1C(=O)C2C3C=CC(C3)C2C1=O (stereo not drawn)	1	-4
Cc1ccc(NC(=O)C2(C)Oc3cccnc3NC2=O)cc1C (stereo not drawn)	-6	-2
O=S(=O)(NCC(c1ccco1)N1CCOCC1)c1cccs1 (stereo not drawn)	-14	4
O=C(c1ccccc1Cl)N1N=C2CCCCCC2C1(O)C(F)(F)F (stereo not drawn)	-8	-13
C=CCNC(=O)C(=O)NCc1cccnc1	5	-5
COc1ccc(Nc2c3c4c(c(Br)ccc4n(C)c2=O)C(=O)c2ccccc2-3)cc1	12	-1
C=CCn1cc(/C=C2\C(=O)NC(=O)N(c3ccc4c(c3)OCO4)C2=O)c2ccccc21	9	1
COc1ccc(CCC(=O)NCCn2ncc3c(NCc4ccco4)ncnc32)cc1	-4	-5

Full records as entered above. Values in the order: mHTT CaM bind, Pf apPOL inh
Cc1cc(C)c2oc(-c3ccc(NC(=O)c4ccccc4[N+](=O)[O-])cc3)nc2c1 across the screens: -6, 1
Cc1cc(C)cc(-c2nc3ccccn3c2NC(=O)C(C)C)c1 across the screens: 4, 5
O=S(=O)(NCC(c1ccco1)N1CCOCC1)c1cccs1 (stereo not drawn) across the screens: -14, 4
C=CCn1cc(/C=C2\C(=O)NC(=O)N(c3ccc4c(c3)OCO4)C2=O)c2ccccc21 across the screens: 9, 1
Cc1ccc(NC(=O)C2(C)Oc3cccnc3NC2=O)cc1C (stereo not drawn) across the screens: -6, -2

Given field by field: entries from further up
> Cc1ccc(NC(=O)C2(C)Oc3cccnc3NC2=O)cc1C (stereo not drawn)
  mHTT CaM bind: -6; Pf apPOL inh: -2

> O=S(=O)(NCC(c1ccco1)N1CCOCC1)c1cccs1 (stereo not drawn)
  mHTT CaM bind: -14; Pf apPOL inh: 4

A portion taken from the entries so far, as a working copy:
canonical_smiles	mHTT CaM bind	Pf apPOL inh
Cc1cc(C)c2oc(-c3ccc(NC(=O)c4ccccc4[N+](=O)[O-])cc3)nc2c1	-6	1
COc1ccccc1C1C(C(=O)Nc2ccc(Cl)cc2)=C(C)Nc2ncnn21 (stereo not drawn)	7	-8
Cc1cc(C)cc(-c2nc3ccccn3c2NC(=O)C(C)C)c1	4	5
O=C(NNC(=O)C(F)(F)F)c1ccc[nH]1	·	8

More results.
canonical_smiles	mHTT CaM bind	Pf apPOL inh
Cc1cccc(CNC(=O)c2cc3c(s2)CN(C2CCCC2)C3)c1	-7	2
COc1ccc(C(=O)Nc2ccccn2)cc1S(=O)(=O)N1CCOCC1	-1	6
O=C(C1CCCO1)N1CCN(c2ncccn2)CC1 (stereo not drawn)	-3	5
CCOc1ccc(-n2c(SCC(=O)NC3CCCCC3)nc3n[nH]c(C)c3c2=N)cc1	10	1
CCc1nc(-c2cn(-c3ccc(F)cc3)nn2)no1	-4	-2
Cc1nc2n(n1)CC(O)CS2 (stereo not drawn)	0	-10
CC(C)CCC(=O)N1CCC2(CC1)CN(C)CC2c1nc(-c2ccncc2)n[nH]1 (stereo not drawn)	10	-1
CC(NC(=O)C(=O)NCCO)c1ccccc1 (stereo not drawn)	-8	-6
O=C(Nc1c(C(=O)O)oc2ccc(Cl)cc12)c1ccc(C(F)(F)F)cc1	29	85*
NC(=O)C1CCN(S(=O)(=O)c2ccccc2[N+](=O)[O-])CC1	2	-27
CCC(=O)N1CCN(c2nc3ccccc3n(CC)c2=O)CC1	-6	-5
Nc1ccc2c(c1)N1CCN=C1S2	·	-3
O=C(NCc1cccnc1)c1ccc2c(c1)N(Cc1c(F)cccc1Cl)C(=O)CS2	13	0
Cc1ccsc1CN1CCN(c2cnn3c(C4CC4)nnc3c2)CC1	8	-1
OCCNCCOc1ccccc1-c1ccccc1	-4	-16
Cc1sc(NC(=O)c2cc3cc(Br)ccc3oc2=O)nc1-c1ccccc1	5	4
O=C(CCCOc1ccc(Cl)cc1Cl)n1nnc2ccccc21	2	-1
CC(C)NC(=O)c1cc(-c2cccnc2)nc2ccccc12	-2	-17
O=C(NCc1ccccn1)C(=O)NCC(c1cccs1)N1CCc2ccccc21 (stereo not drawn)	40	-3
COc1ccc(C(=O)N2CCC(CCOCc3cccc(F)c3)CC2)cn1	-4	-3
CCc1ccc(S(=O)(=O)Nc2ccc(C)cn2)cc1	1	-2
Cn1c(SCC(=O)Nc2ccccc2F)nnc1-c1ccc([N+](=O)[O-])cc1	4	-4
C=CS(=O)(=O)N(Cc1ccc(C)cc1)[C@@H](CO)C(=O)OC	-11	1
Cc1cc(C)c2c(N3CCCCC3)nc(C(=O)N3CCCC(C)C3)nc2n1 (stereo not drawn)	4	-17
Cc1ccc[n+](CC(=O)c2ccc(NC(=O)c3ccccc3)cc2)c1	-5	3
O=C(O)c1ccc(NS(=O)(=O)c2ccc(N3C(=O)CCC3=O)cc2)cc1	-7	4
COc1ccc(OC)c(C=C2Oc3c(ccc4c3CN(CCN3CCOCC3)CO4)C2=O)c1	54*	-5
CCCn1c(=O)c2[nH]c(C3CCCC3)nc2n(CCC)c1=O	·	11
NC(=O)C(C(N)=O)C1CCS(=O)(=O)C1 (stereo not drawn)	-6	·
Cc1ccc(Nc2c(-c3nc(C)no3)cnc3nc(C)ccc23)c(C)c1	44	3
O=C(O)COC1CCCCC1c1ccco1 (stereo not drawn)	0	·
COC(=O)c1ccc(N2CCN(C(C)C)CC2)c(NC(=O)c2cccc(Cl)c2)c1	-1	-4
O=C1C(=Cc2cccc(F)c2)Oc2cc(O)ccc21	-5	-3
CCC(C(=O)NC12CC3CC(CC(C3)C1)C2)c1ccccc1 (stereo not drawn)	-6	0
CCOc1ccc2c(=O)c(Oc3ccc(OC)cc3)coc2c1	1	-11
CN(C)C(=O)C12CCC(C)(C(=O)C1Br)C2(C)C (stereo not drawn)	-1	-1
O=C(CN1C(=O)S/C(=C\c2ccc(N3CCOCC3)o2)C1=O)Nc1ccc(F)cc1	44	-1
Cc1cn(C)nc1C(=O)Nc1nc2ccc(S(C)(=O)=O)cc2s1	-1	3
CCOC(=O)N1CCc2nn(CC(=O)Nc3cc(C)c(Cl)cc3OC)c(=O)cc2C1	25	2
CCC(=O)NCc1csc(C2CCCN(C(=O)c3ccc(OC)c(F)c3)C2)n1 (stereo not drawn)	-11	-5
NC(=O)c1cc(-c2ccc(Br)cc2)no1	-3&1	-1&-4
CCC(C)Sc1oc(-c2ccco2)nc1S(=O)(=O)c1ccc(Br)cc1 (stereo not drawn)	-10	-6
CC(=O)c1cccc(NC(=O)C2CCN(C(=O)c3ccccc3C)CC2)c1	-7	-9
CC1=C(C(=O)Nc2cccnc2)C(c2cccnc2)n2nc(SCc3ccccc3)nc2N1 (stereo not drawn)	3	0
Cc1ccccc1Cc1c(C)nc2nc(SCc3cc(=O)n4c(C)cccc4n3)nn2c1C	38	-9
N#CC(=Cc1sccc1Oc1ccccc1)S(=O)(=O)c1ccc(C(F)(F)F)cn1	·	-1
O=C(CN(Cc1ccc(F)cc1)S(=O)(=O)c1ccc(Cl)cc1)NCC1CCCO1 (stereo not drawn)	2	-3
O=C(Nc1cnc(N2CCCCC2)nc1)c1ccc(Cl)cc1	-3	-2
Cc1cc(=O)oc2c1c(C)nn2-c1cc(Cl)cc(Cl)c1	9	6
CCN1CCC2(CC1)N=C(c1ccc3c(c1)OCO3)CC(c1cc(Cl)ccc1O)N2 (stereo not drawn)	17	0
O=Cc1cccc(OCc2ccccc2Cl)c1	-46	-7
CN1CCCN(Cc2ccc([N+](=O)[O-])o2)CC1	-4	-4
COCCNS(=O)(=O)c1ccc2c(c1)C(=NO)c1cc(S(=O)(=O)NCCOC)ccc1-2	10	-1
Cc1ccc(NC(=O)N2CCOc3ccccc32)c(C)c1	0	-6
C=CCc1cccc2cc(C(=O)Nc3cccc(Cl)c3C)c(=O)oc12	0	-6
Cc1cc(C)n(-c2ccc(C(=O)NC3CCCCC3)cn2)n1	-4	-3
CC(=O)Nc1ccc(C2(C(=O)NC3CC3)CCC2)cc1	-5	-2
Cn1ccc2c(N3CCOCC3)cc3c(c21)C1CCC3O1 (stereo not drawn)	-1	-2
C=CCNc1nc(-c2ccccc2)cs1	17	10
Cc1ccc(C)c(NC(=O)c2ccc(C(C)(C)C)cc2)c1	-10	-10

Additional compounds.
canonical_smiles	mHTT CaM bind	Pf apPOL inh
COc1ccc(/C(C)=N/OCC(=O)Nc2cccc(C(F)(F)F)c2)cc1OC	i	-3
Cn1cc(C(=O)Nc2ccc3c(c2)Cc2ccccc2-3)nn1	-7	0
CSc1cccc(NC(=O)Cn2nc3c(cc2=O)CCCC3)c1	4	6
NC(=O)c1cc2cc(Br)ccc2oc1=Nc1ccc(Br)cc1	6	1
Cc1cc(O)cc2c1C(=O)C(=Cc1ccc(Cl)cc1)O2	2	-3
c1coc(CNc2ncnc3nc[nH]c23)c1	·	-2
O=C(NCCN=C1NS(=O)(=O)c2ccccc21)C1CC(=O)N(c2ccccc2)C1 (stereo not drawn)	-1	-2
O=C(NCc1ccncc1)C1CCc2nc(N3CCCCC3)ncc2C1 (stereo not drawn)	-9	-2
Cc1cc(N2CCOCC2)nc2ccc(NC(=O)/C=C/c3cccs3)cc12	32	0
C#CC(C)(CC)OC(=O)NC(=O)c1ccccc1Cl (stereo not drawn)	·	-4
O=C(CCC1CCCN(c2cc(NC3CC3)ncn2)C1)Nc1ccccc1 (stereo not drawn)	6	-6
CCn1nccc1-c1cccc(-c2noc(-c3ccc(C#N)cc3)n2)c1	-15	2
COc1ccc(C(=O)NC2Cc3ccccc3C2)cc1OC	·	0
COc1ccc(-c2cnnn2-c2ccc(NC(=O)c3ccccc3OC)cc2)cc1	20	-4
CCOc1cc(CNC(=O)C2CCN(c3nnc4ccccn34)CC2)ccc1OC	3	-3
COc1ccccc1NC(=O)c1ccnc(N2CCC(C(=O)Nc3cccc(F)c3)CC2)c1	-6	6
OC1(C(F)(F)F)CC(/C=C/c2ccccc2)=NO1 (stereo not drawn)	-9&-4	-20
O=C1N/C(=C\c2ccc(O)c(Br)c2)C(=O)N1Cc1ccc(Cl)cc1	38	3
COc1cc(F)c(S(=O)(=O)N2CCOc3ccccc32)cc1OC	-14	·
O=S(=O)(Nc1cccc2c1CCCC2)c1cccc2nsnc12	15	-15

High-throughput results deposited in PubChem BioAssay by University of Kansas High Throughput Screening Laboratory.

Rows are unselected; overall some 3.7% were active at least once.
